Fh CTSL1 inh: cathepsin L1 inhibition, PFM18AAP counter-screen; 300,000 tested, 0.49% active; AID 1906; recombinant F. hepatica cathepsin L1, Z-Leu-Arg-MCA fluorescence; inhibition, % at 5.96 µM;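 active = inhibition above the mean of all tested compounds plus 3 SD, set per screening campaign, cut at about 17% in these data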;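 note: 0% = plate median of test compound wells and 100% = 1 µM Z-Phe-Ala-diazomethylketone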
procasp7 counter: counter-screen for procaspase-3 activators: activators of human procaspase-7 | activation, % at 8.5 µM | 330,000 tested, 0.093% active | P55210 | recombinant procaspase-7, Ac-DEVD-pNA absorbance 405 nm; D23A/D198A/D206A triple mutant, cannot self-cleave; scale: DMSO 0, 5 µM enzyme 100;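 active = percent activation above the screen-wide mean plus 3 SD, cut at about 25% in these data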
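Test system: Procaspase-7 triple mutant (PC-7 D3A). Also added: Ac-DEVD-pNA substrate, 400 µM as added. Schedule: 1 h enzyme–compound preincubation and 2 h substrate reaction, both 25 °C. Signal: p-Nitroaniline absorbance at 405 nm, read at 0 and 120 min. Control set: low DMSO alone, high DMSO plus 5 µM PC-7.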
proCasp3 act: activators of human procaspase-3. activation, % at 8.5 µM. recombinant procaspase-3 D3A, Ac-DEVD-pNA absorbance 405 nm. 330,000 tested, 0.11% active. P42574;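 active = activation above the mean of all tested compounds plus 3 SD, cut at about 21% in these data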;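 note: 0% = DMSO alone and 100% = DMSO wells spiked with extra 5 µM PC-3 D3A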
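Assay system: Autoprocessing-dead procaspase-3 D3A mutant enzyme; also added: Ac-DEVD-pNA; doses: one concentration, 8.5 µM nominal, 0.8% DMSO; times: 1 h compound preincubation, 2 h substrate hydrolysis at 25 °C; technique: 405 nm absorbance of p-nitroaniline, reads at 0 and 120 min; measure: % activation between DMSO and enzyme-spiked controls; repeats: single replicate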
AHR activator: activators of human aryl hydrocarbon receptor; P35869; AHR-responsive luciferase reporter cells, luminescence; activation, % at 5 µM; 320,000 tested, 2.5% active; AID 2796; in the data active = activation above about 47%;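 note: 0% = vehicle wells and 100% = reference agonist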
Target sequence (P35869 whole entry, looked up): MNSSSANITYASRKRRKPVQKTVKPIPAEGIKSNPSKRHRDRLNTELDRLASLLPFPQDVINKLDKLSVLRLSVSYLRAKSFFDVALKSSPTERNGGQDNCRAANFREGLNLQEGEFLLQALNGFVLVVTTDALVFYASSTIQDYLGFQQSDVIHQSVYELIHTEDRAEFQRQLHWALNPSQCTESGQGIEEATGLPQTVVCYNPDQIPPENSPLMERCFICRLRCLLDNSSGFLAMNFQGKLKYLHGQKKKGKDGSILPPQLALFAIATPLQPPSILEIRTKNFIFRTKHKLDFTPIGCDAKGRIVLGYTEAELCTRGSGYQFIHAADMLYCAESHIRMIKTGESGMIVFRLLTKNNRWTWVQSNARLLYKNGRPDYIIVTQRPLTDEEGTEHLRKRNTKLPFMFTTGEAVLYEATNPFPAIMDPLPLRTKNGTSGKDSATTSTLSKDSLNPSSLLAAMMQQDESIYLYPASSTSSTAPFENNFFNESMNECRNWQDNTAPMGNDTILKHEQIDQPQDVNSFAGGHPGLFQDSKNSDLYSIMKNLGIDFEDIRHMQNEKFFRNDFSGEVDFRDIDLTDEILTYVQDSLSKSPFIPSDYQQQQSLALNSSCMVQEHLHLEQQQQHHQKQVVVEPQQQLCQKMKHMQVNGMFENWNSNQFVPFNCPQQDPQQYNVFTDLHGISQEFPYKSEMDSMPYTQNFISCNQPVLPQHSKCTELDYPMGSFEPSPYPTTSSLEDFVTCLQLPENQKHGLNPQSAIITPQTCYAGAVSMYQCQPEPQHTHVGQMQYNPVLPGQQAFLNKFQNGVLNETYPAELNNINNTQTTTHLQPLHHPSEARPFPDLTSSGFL
PAFAH2 FP inh: PAFAH2 (human) inhibition. inhibition, % at 3.39 µM. 340,000 tested, 0.99% active. recombinant PAFAH2, FP-rhodamine activity probe, fluorescence polarization. Q99487;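 active = inhibition above the mean over all tested compounds plus 3 SD, cut at about 30% in these data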;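 note: inhibitors block probe labeling of enzyme so polarization drops; 0% = enzyme with DMSO and 100% = wells lacking PAFAH2 protein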
PP5 primary: blocks human protein phosphatase 5 activity | P53041 | purified PP5c, OMFP substrate fluorescence | inhibition, % at 6.7 µM | 320,000 tested, 0.18% active | AID 1987;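 active = inhibition above the campaign's mean inhibition across all tested compounds plus 3 SD, cut at about 9.5% in these data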;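 note: 0% = DMSO only and 100% = 100 µM cantharidin control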
PP1 counter: counter-screen for PP5 inhibitors: inhibitors of human PP1-alpha; P62136; purified PP1alpha, OMFP fluorescence; inhibition, % at 6.7 µM; 320,000 tested, 0.9% active;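 active = inhibition above the mean inhibition of all tested compounds plus 3 SD, computed separately for each screening campaign, cut at about 15% in these data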
TPT1 inh: blocks Candida albicans tRNA 2'-phosphotransferase | recombinant caTPT1, FP RNA substrate dephosphorylation | 300,000 tested, 0.81% active | inhibition, % at 5 µM | AID 1962;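 active = inhibition above the mean of all tested compounds plus 3 SD, set per screening campaign, cut at about 24% in these data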;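 note: plate controls were DMSO alone for no effect and ferristatin control at 100 nM for full effect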
core dimer inh: blocks dimerization of HCV core protein; TR-FRET GST/Flag-core106 dimerization, 1536-well; inhibition, % at 5 µM; 300,000 tested, 0.33% active;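 active = inhibition above the mean of all tested compounds plus 3 SD, set per screening campaign, cut at about 45% in these data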
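Assay system – GST-tagged and Flag-tagged HCV core protein residues 1-106 · Quantity – core106 proteins, GST 13.5 nM and Flag 17 nM · Benchmarks – unlabelled core106 and no-GST-core106 wells · Read-out basis – percent inhibition of core106 dimerization signal · Detection – time-resolved FRET, ex 340 nm, em 617 and 671 nm · Schedule – 4 h at 22.5 °C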
* marks the source's active call; other numbers are inactive results; / = not tested or not shown. Outcome played no part in choosing rows; about 5.6% have a hit in one of these screens.

Values run as follows: Fh CTSL1 inh	procasp7 counter	proCasp3 act	AHR activator	PAFAH2 FP inh	PP5 primary	PP1 counter	TPT1 inh	core dimer inh
COc1cc(OC)c(C(=O)Nc2cccnc2)cc1OC
    3	-6	2	2	-3	2.4	6	-3	-6
C/C(=N\NC(=O)CCC(=O)Nc1ccc(C)c(C)c1)c1cccs1
    1	7	0	6	-1	-0.1	-2	1	2
CC(C)CCSc1nc2c(c(=O)[nH]c(=O)n2C)n1CCCc1ccccc1
    1	5	0	1	3	3.7	11	1	10
COc1ccccc1NS(=O)(=O)c1cc(-c2cc(C)no2)ccc1OC
    -6	0	4	2	7	0.7	-3	-1	-6
Cc1cc(/C(N)=N/OC(=O)Nc2ccc(Cl)cc2)no1
    -1	1	10	2	/	-0.2	-1	3	1
CCOC(=O)N1CCN(Cc2nc(N)nc(Nc3ccc(Oc4ccccc4)cc3)n2)CC1
    -1	-3	5	4	5	2.2	23*	-1	6
CC(C)Oc1ccc(C(=O)Nc2ccc3c(c2)n(C)c(=O)n3C)cc1
    0	-1	0	3	-2	3.9	-3	2	-9
CC(C)=C1C2CCC1C1C(=O)N(c3ccc4c(c3)OCO4)C(=O)C21 (stereo not given)
    -3	-5	5	24	5	2.6	0	2	-6
O=C(O)c1ccccc1NS(=O)(=O)c1ccccc1C(F)(F)F
    -2	4	6	-1	28	2.4	2	1	-2
Cc1n[nH]c(C)c1N1C(=O)c2cccc3c(Br)ccc(c23)C1=O
    0	1	3	0	4	-1.3	1	-3	7
CCOC(=O)Cc1csc(NC(=O)Cc2ccc(Br)cc2)n1
    0	-4	-4	0	-2	-2.1	-1	2	2
C/C(=N\NC(=O)C1CCCC1)c1ccc(C(C)C)cc1
    2	-6	0	-1	-7	0.6	-2	2	8
CCOc1cc(CNc2cccc3ccccc23)cc(Br)c1OCC(=O)NC(C)(C)C
    -1	-3	-7	13	4	1.1	8	1	11
Cc1cc(NC(=O)CCC(=O)N(CC2CCCO2)C(C(=O)NC2CCCC2)c2cccnc2)no1 (stereo not given)
    -2	1	9	2	9	-0.8	2	-4	0
CC(C)C[C@H](NC(=O)C1CCN(S(=O)(=O)c2ccccc2)CC1)C(=O)NCc1cccnc1
    -1	-4	-1	0	2	0.1	-4	-2	-3
Fc1cccc(Cl)c1Cn1nnc2c(NCc3ccncc3)ncnc21
    0	4	-7	20	-4	-0.3	0	2	6
Cc1cccc2c1cnn2C(=O)Nc1ccccc1Cl
    2	7	2	6	-5	1.6	-6	0	-2
O=S(=O)(Nc1cccc(-n2cnnn2)c1)c1ccc(Cl)cc1
    2	10	1	6	-2	1.6	-1	-2	0
Cc1ccc(C(=O)NCCc2sc(C)nc2C)cc1
    -5	5	-10	2	8	3.9	-1	-2	2
COc1ccc(NC(=O)CCNC(=O)C2CCN(S(=O)(=O)c3ccc(OC)cc3)CC2)cc1
    -2	5	2	0	2	-1.9	6	-1	0

12 of these compounds, reformatted.
compound	Fh CTSL1 inh	procasp7 counter	proCasp3 act	AHR activator	PAFAH2 FP inh	PP5 primary	PP1 counter	TPT1 inh	core dimer inh
COc1cc(OC)c(C(=O)Nc2cccnc2)cc1OC	3	-6	2	2	-3	2.4	6	-3	-6
C/C(=N\NC(=O)CCC(=O)Nc1ccc(C)c(C)c1)c1cccs1	1	7	0	6	-1	-0.1	-2	1	2
CC(C)CCSc1nc2c(c(=O)[nH]c(=O)n2C)n1CCCc1ccccc1	1	5	0	1	3	3.7	11	1	10
COc1ccccc1NS(=O)(=O)c1cc(-c2cc(C)no2)ccc1OC	-6	0	4	2	7	0.7	-3	-1	-6
Cc1cc(/C(N)=N/OC(=O)Nc2ccc(Cl)cc2)no1	-1	1	10	2	/	-0.2	-1	3	1
CCOC(=O)N1CCN(Cc2nc(N)nc(Nc3ccc(Oc4ccccc4)cc3)n2)CC1	-1	-3	5	4	5	2.2	23*	-1	6
CC(C)Oc1ccc(C(=O)Nc2ccc3c(c2)n(C)c(=O)n3C)cc1	0	-1	0	3	-2	3.9	-3	2	-9
CC(C)=C1C2CCC1C1C(=O)N(c3ccc4c(c3)OCO4)C(=O)C21 (stereo not given)	-3	-5	5	24	5	2.6	0	2	-6
O=C(O)c1ccccc1NS(=O)(=O)c1ccccc1C(F)(F)F	-2	4	6	-1	28	2.4	2	1	-2
Cc1n[nH]c(C)c1N1C(=O)c2cccc3c(Br)ccc(c23)C1=O	0	1	3	0	4	-1.3	1	-3	7
CCOC(=O)Cc1csc(NC(=O)Cc2ccc(Br)cc2)n1	0	-4	-4	0	-2	-2.1	-1	2	2
C/C(=N\NC(=O)C1CCCC1)c1ccc(C(C)C)cc1	2	-6	0	-1	-7	0.6	-2	2	8

Other compounds follow.
Values run as follows: Fh CTSL1 inh	procasp7 counter	proCasp3 act	AHR activator	PAFAH2 FP inh	PP5 primary	PP1 counter	TPT1 inh	core dimer inh
Cc1ccc(S(=O)(=O)NN2C(=O)/C(=C/c3cccs3)SC2=S)cc1
    -1	-6	-8	21	3	-0.1	3	1	6
CCCCc1nnc(NC(=O)c2cccc(S(=O)(=O)N3CCN(C)CC3)c2)s1
    -2	2	5	5	-5	1.5	-1	0	-11
CC(C)(C)S(=O)(=O)c1ccc(S(=O)(=O)C(C)(C)C)s1
    -2	-2	-1	5	/	4.5	-4	-2	-1
CCc1cc2cc3c(cc2nc1SCC(=O)N1CCN(C(=O)c2ccco2)CC1)OCO3
    2	-2	3	18	4	0.8	1	-3	2
O=C1CN(C(=O)COC(=O)c2ccc[n+]([O-])c2)c2ccccc2N1
    -4	2	-3	0	-3	3.2	2	1	-3
O=C(c1ccc(F)cc1)c1cn[nH]c1-c1ccccc1O
    2	0	-2	8	9	2.9	-1	2	1
CCN1C(=O)c2cccc3c(S(=O)(=O)NCc4cccnc4)ccc1c23
    4	-2	-5	19	-7	-4.0	8	-3	-3
CC(=O)Nc1ccc(S(=O)(=O)N2CCC(C(=O)O)(c3ccccc3)CC2)cc1
    -4	1	7	-1	2	-0.3	1	-3	5
CN(C)Cc1c(O)ccc2c3c(c(=O)oc12)CCCCC3
    6	7	5	-2	7	3.5	-3	2	3
Nc1ncc(Br)cc1S(=O)(=O)NCCC(=O)N1CCN(c2ccccc2)CC1
    -2	-2	1	9	9	0.8	-3	0	12
COCCNC(=S)N(CCc1c(C)[nH]c2ccc(Cl)cc12)Cc1cccs1
    -6	-4	-5	10	4	1.6	2	-2	1
O=C(c1ccccc1)c1c[nH]c(C(=O)C(Cl)(Cl)Cl)c1
    0	-1	-7	5	12	1.8	-3	-4	-4
CCCOC(=O)CCNc1n[nH]c(=O)[nH]c1=O
    -2	6	-8	0	0	2.5	-4	-2	-10
COc1ccc(NS(=O)(=O)CC(C)C)c(OC)c1
    -4	1	20	0	10	4.9	1	-3	-13
COC(=O)C1=C(O)CSC1=Nc1cccc(C(F)(F)F)c1
    -1	0	7	6	-3	-0.8	-7	1	8
COC(=O)c1ccccc1NC(=O)c1ccc(COc2cc(C)cc(C)c2)o1
    3	-2	0	0	-8	-2.5	1	-1	0
COc1ccc(/C=C/C(=O)c2ccc(Cl)cc2)c(OC)c1
    0	1	-4	15	-4	0.0	1	3	1
COc1cc(/C=C(\C#N)C(=O)NCc2ccccc2)ccc1OCc1ccc(C(=O)O)cc1
    2	4	-3	0	-7	-1.8	2	5	7
CSc1cccc(NC(=O)c2ccc(Cl)nc2)c1
    -3	-2	2	17	-8	6.1	1	2	0
O=C(O)Cn1cc(/C=N/NC(=O)c2cc3cc(Br)ccc3o2)c2ccccc21
    3	2	-7	18	10	1.8	-1	5	-2

The list continues:
Values run as follows: Fh CTSL1 inh	procasp7 counter	proCasp3 act	AHR activator	PAFAH2 FP inh	PP5 primary	PP1 counter	TPT1 inh	core dimer inh
CCN(CC)c1nc(N)nc(N(c2ccccc2)c2ccccc2)n1
    3	7	0	7	5	4.5	-1	-1	4
O=C(Nc1cccc(C(F)(F)F)c1)c1cccc(NS(=O)(=O)c2ccc(Br)c(C(=O)O)c2)c1
    -2	-1	-3	6	10	2.4	0	5	4
CCN1CCN(Cc2c(O)ccc3c2O/C(=C\c2ccc(C)cc2)C3=O)CC1
    4	-6	-12	6	33*	1.7	-3	19	-3
O=C1CC(N2CCN(C/C=C/c3ccccc3)CC2)C(=O)N1CCc1ccccc1 (stereo not given)
    -3	-2	-11	-1	7	-0.5	-3	-1	1
CC(=O)N1CCN(c2ccc(Nc3nc(C)nc4c3oc3ccccc34)cc2)CC1
    -2	-3	12	5	2	1.9	-2	-5	-4
CN(Cc1ccccc1)C(=O)CSc1n[nH]c(N)n1
    1	4	-2	1	-1	-4.0	-1	-1	2
COc1cccc(N=Cc2nc(-c3ccccc3)oc2OC(C)=O)c1
    28*	-1	1	2	-1	-5.8	-5	-1	6
Cc1ccc(N(CC(=O)NCCc2ccc(Cl)cc2)S(=O)(=O)c2c(C)noc2C)cc1
    -5	-2	5	3	4	5.2	6	6	2
c1ccc(-c2nc(NCc3cccnc3)c3oc4ccccc4c3n2)cc1
    2	7	0	36	-18	7.1	10	0	8
O=C(O)CCN1C(=O)c2ccc(Oc3ccc([N+](=O)[O-])cc3)cc2C1=O
    2	8	0	-1	0	5.9	-1	-2	-3
COc1ccc2[nH]c(=O)c(-c3nnn(-c4ccccc4)n3)cc2c1
    -1	-9	16	10	6	0.1	3	-5	11
O=C(Nc1ccc(Oc2ccc(NC(=O)Nc3ccccc3Cl)cc2)cc1)Nc1ccccc1Cl
    1	10	0	2	55*	2.4	-1	-1	16
Cc1ccc(S(=O)(=O)CCC(=O)NCCN2C(=O)S/C(=C/c3ccc(F)cc3)C2=O)cc1
    13	-6	-3	3	6	1.9	3	-1	1
COc1ccc(CCNC(=S)N2CCC(C(=O)c3ccc(F)cc3)CC2)cc1OC
    1	6	2	0	2	2.1	-2	-2	0
CCC(=O)c1ccc(OC(=O)c2cnccn2)cc1
    -6	1	4	0	-4	-1.4	-3	1	-3
COc1cc(NC(=O)c2cccs2)c(C(=O)OCC(=O)NC(C)c2ccccc2)cc1OC (stereo not given)
    7	5	-2	22	-10	0.0	-4	-1	6

Among those listed so far, these have a tert-butyl group:
Values run as follows: Fh CTSL1 inh	procasp7 counter	proCasp3 act	AHR activator	PAFAH2 FP inh	PP5 primary	PP1 counter	TPT1 inh	core dimer inh
CCOc1cc(CNc2cccc3ccccc23)cc(Br)c1OCC(=O)NC(C)(C)C
    -1	-3	-7	13	4	1.1	8	1	11
CC(C)(C)S(=O)(=O)c1ccc(S(=O)(=O)C(C)(C)C)s1
    -2	-2	-1	5	/	4.5	-4	-2	-1
